IMPase Li inh: IMPase inhibition in cells with lithium potentiation | CHO-M1 cells, IP1 TR-FRET (IP-One), carbachol + lithium | Potency, µM (series often up to 59.4 µM), for inactives: at the top dose activity, negative = IMPase inhibition, hits mostly inhibitors | 0.35% of 210,000 active | AID 1457;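 further: IP1 builds up when IMPase is blocked and the TR-FRET signal falls; potency means the concentration at half of the fitted maximal effect; plate controls were basal vehicle for no effect and high inhibitor control for full effect; nearly all actives have a fitted effect of over 50% in size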
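Test compounds were applied to CHO-M1 cells previously cultured for 16–30 h at 2000 per well. A small lithium amount accompanied them; after 30 min at 37C, IP1 was quantified by TR-FRET.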
Epigenetic derep: regulators of epigenetic silencing causing reporter derepression in mouse cells. AID 1865. murine LDR cells, GFP reporter derepression, 30 h. 0.2% of 280,000 active. Potency, µM (titrated, usually from 53.9 µM), without a hit: at the highest dose GFP activation, actives largely listed as activators; further: potency means the concentration at half of the fitted maximal effect; % of control where 0% means no effect; nearly all actives have a fitted effect of over 60% in size
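Derepression of a silenced CMV-GFP reporter in murine LDR cells is scored by enumerating GFP-positive cells with a laser-scanning microplate cytometer after 30 hours of treatment at 37 C.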
KinaseGlo FLuc: counter-screen: inhibitors of Kinase-Glo firefly luciferase | AID 1379 | Kinase-Glo luciferase, ATP luminescence, 8 min | 0.28% of 200,000 active | Potency, µM (highest dose often 38.3 µM), for inactives: top-dose activity change, negative = inhibition, hits mostly inhibitors | Q27757; further: potency means the concentration at half of the fitted maximal effect; on the % scale 0 is the no-effect control and ±100 the full control effect; nearly all actives have a fitted effect of over 60% in size
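Light output from Kinase-Glo luciferase with luciferin and 10 uM ATP in 50 mM imidazole pH 7.2, KCl, MgCl2, Tween 20, BSA; compound pin-delivered, 8-min ambient incubation, then luminescence read.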
NPSR antag: neuropeptide S receptor (human) antagonism, cAMP | Q6W5P4 | CHO-NPSR cells, cAMP TR-FRET, antagonist mode | Potency, µM (highest dose often 38.3 µM), without a hit: at the highest dose activity change, negative = inhibition, usual class: inhibitors | 1% of 220,000 active | AID 1461; further: potency means the concentration at half of the fitted maximal effect; on the % scale 0 is the no-effect control and ±100 the full control effect; nearly all actives have a fitted effect of over 50% in size; many of its hits are not listed in these tables
Target sequence (Q6W5P4 whole entry, looked up): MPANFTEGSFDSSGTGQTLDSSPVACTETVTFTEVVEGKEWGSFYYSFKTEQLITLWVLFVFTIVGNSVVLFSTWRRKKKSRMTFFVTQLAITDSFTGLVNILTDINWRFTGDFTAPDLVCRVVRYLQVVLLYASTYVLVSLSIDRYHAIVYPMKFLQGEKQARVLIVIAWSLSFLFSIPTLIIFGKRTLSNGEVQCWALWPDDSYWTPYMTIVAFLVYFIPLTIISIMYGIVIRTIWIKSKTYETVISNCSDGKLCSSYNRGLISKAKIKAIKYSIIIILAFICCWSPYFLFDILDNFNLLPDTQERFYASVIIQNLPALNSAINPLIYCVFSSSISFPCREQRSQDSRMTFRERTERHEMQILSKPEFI
CBFb RUNX1 block: inhibitors of human CBF-beta and RUNX1 interaction | Potency, µM (highest dose often 59.8 µM), for the others: at the highest dose activity, negative = inhibition, most hits filed as inhibitors | AID 1477 | 230,000 tested, under 10 active | AlphaScreen CBFb-His/RUNX1-biotin binding, biochemical | Q01196+Q13951; further: % of control where 0% means no effect
Target sequence (Q01196 whole entry, looked up): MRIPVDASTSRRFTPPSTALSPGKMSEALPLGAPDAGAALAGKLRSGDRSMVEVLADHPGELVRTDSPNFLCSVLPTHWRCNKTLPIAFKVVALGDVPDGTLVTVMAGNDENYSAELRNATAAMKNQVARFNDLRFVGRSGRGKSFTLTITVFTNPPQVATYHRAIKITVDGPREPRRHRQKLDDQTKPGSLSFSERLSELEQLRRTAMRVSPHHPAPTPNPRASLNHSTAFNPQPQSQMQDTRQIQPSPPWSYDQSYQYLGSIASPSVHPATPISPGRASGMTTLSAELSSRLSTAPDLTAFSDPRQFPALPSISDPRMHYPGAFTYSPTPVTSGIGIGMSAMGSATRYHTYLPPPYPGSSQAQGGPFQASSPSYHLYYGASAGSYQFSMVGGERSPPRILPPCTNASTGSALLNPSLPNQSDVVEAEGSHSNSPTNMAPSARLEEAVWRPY
Target sequence (Q13951 whole entry, looked up): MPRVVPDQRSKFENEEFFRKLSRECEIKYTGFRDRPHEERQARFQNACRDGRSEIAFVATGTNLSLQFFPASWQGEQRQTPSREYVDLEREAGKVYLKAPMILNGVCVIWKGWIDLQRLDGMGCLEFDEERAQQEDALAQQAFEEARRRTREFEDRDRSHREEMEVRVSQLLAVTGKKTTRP
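CBF-beta (His) and RUNX1 (biotin), 30 nM each; 20 min preassociation; + compound, 15 min; + beads 50 ng each (Ni, streptavidin), 90 min; RT; AlphaScreen read.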
Lamin A splicing: LMNA splicing modulation | HeLa LMNA splicing GFP/RFP minigene ratio, 48 h | Potency, µM (series often up to 46.1 µM), for the others: at the highest dose ratio change, negative = inhibition, most hits filed as inhibitors | 0.01% of 200,000 active; active means well fitted inhibition curve with a large enough effect in the signal ratio, with a control signal flat, not every such curve was filed as active; inconclusive means small, poorly fitted or top-dose-only effect, or effect the other way, or a change in a side signal; the % refers to the signal ratio; further: potency means the concentration at half of the fitted maximal effect; on the % scale 0 is the no-effect control and ±100 the full control effect
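S3 HeLa stable clones carrying a lamin A-EGFP splicing minigene plus DsRed2 were seeded at 600 cells/well in Opti-MEM with 2% FBS, pin-dosed and incubated 48 h at 37°C. Acumen cytometry (488 nm) gave the GFP/RFP total-intensity ratio.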
aGal spleen mod: inhibitors or activators of human alpha-galactosidase in spleen homogenate | Potency, µM (series often up to 80 µM), for the others: at the top dose activity change, negative = inhibition, hits mostly inhibitors | AID 2107 | P06280 | 0.008% of 240,000 active | human spleen homogenate, 4MU-alpha-Gal fluorescence, 40 min;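 further: potency means the concentration at half of the fitted maximal effect; 0% = enzyme with vehicle and -100% = no enzyme basal signal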
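Inhibition or activation of alpha-galactosidase in human spleen homogenate is scored by 4-MU fluorescence after 40 min at 37C, pH 5.0, with 1 mM substrate. AC50s come from concentration-response fitted to the Hill equation.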
* marks the source's active call; other numbers are inactive results; ? = inconclusive; nt = not tested or not shown; [ ] = remark or other dose. Unless noted, the call rests on the fitted dose curve; in most records, active means well fitted curve in the direction sought with a large enough effect; inconclusive means small, poorly fitted or top-dose-only effect, or another doubt; inactive means no such curve, though single readings can be large; an effect the other way counts as inactive or inconclusive. Not all compounds are listed; the hit share may differ from the screen's.

SMILES	IMPase Li inh	Epigenetic derep	KinaseGlo FLuc	NPSR antag	CBFb RUNX1 block	Lamin A splicing	aGal spleen mod
Cn1cc(-c2cc(C(=O)O)on2)cn1	nt	-0.5%	nt	9%	6%	nt	-4%
CCCNS(=O)(=O)c1ccc(CCC(=O)NCCc2ccc(OC)c(OC)c2)cc1	-1%	2.2%	1%	-6%	-2%	?	4%
COc1ccccc1NC(=S)NC1CCCCC1	-5%	-1.8%	-4%	-2%	-5%	9%	-3%
CCOC(=O)c1cnc2nc(SC)nn2c1N	2%	-2.7%	-3%	0%	-3%	21%[46 µM]	2%
CC(Cc1ccccc1)C(=O)N(C)Cc1cccnc1 (configuration not stated)	-1%	-5.2%	1%	18%	3%[2.36 µM]	?	-2%
CC(CCc1ccccc1)NC(=O)COC(=O)C1=COCCO1 (configuration not stated)	1%[38.3 µM]	1.6%	-1%	-13%[46.1 µM]	-2%	3%	-21%
COc1ccc(-n2nc3c(c2NC(=O)c2ccc(S(=O)(=O)N4CCOCC4)cc2)CS(=O)(=O)C3)cc1	16%	1.0%	1%	-8%	2%	-2%[9.22 µM]	-10%
CNC(=O)c1ccc2c(c1)nnn2C	-4%	-1.0%	0%	12%	3%	6%	-1%
CCCn1c(C)cc(C(=O)COc2ccc(C)nc2[N+](=O)[O-])c1C	nt	1.8%	nt	3%[46.1 µM]	-11%	-10%	-6%
CC[C@H](C)[C@@H](NC(=O)O[C@@H]1C(=O)c2ccc(OC)cc2O[C@H]1c1ccc2c(c1)OCO2)C(=O)OC	12%	-0.1%	-1%	nt	-7%	nt	6%
O=C(O)CC(C(=O)N(c1ccccc1)c1ccccc1)N1CCOCC1 (configuration not stated)	-1%[38.3 µM]	0.6%	-4%	-27%[46.1 µM]	10%	16%	5%
C[C@H]1COC(=O)[C@H]2CCCN2C(=O)[C@@H](C)COC(=O)[C@H]2CCCN2C1=O	nt	0.0%[10.1 µM]	nt	nt	5%[13.1 µM]	nt	4%[17.5 µM]
COc1ccc(C(=O)Nc2cccc3c2C(=O)NC3=O)cc1S(=O)(=O)N1CCOCC1	10µM*	-3.2%	4%	?	2%	20%	-9%
O=C(c1ccc(Cl)cc1)[C@@H]1[C@@H]2C(=O)N(c3ccc(Cl)cc3)C(=O)[C@@H]2C2c3ccccc3C=NN21 (some centres not stated)	1%	1.0%	3%	-4%	4%	0%	-4%
CC(C)(C)CNc1cc(N2CCOCC2)ccc1[N+](=O)[O-]	-2%	-0.8%	0%	-55%	-20%	?	5%

Three structures from above, arranged by molar mass, smallest number first.
SMILES	IMPase Li inh	Epigenetic derep	KinaseGlo FLuc	NPSR antag	CBFb RUNX1 block	Lamin A splicing	aGal spleen mod
CC(C)(C)CNc1cc(N2CCOCC2)ccc1[N+](=O)[O-]	-2%	-0.8%	0%	-55%	-20%	?	5%
CCCNS(=O)(=O)c1ccc(CCC(=O)NCCc2ccc(OC)c(OC)c2)cc1	-1%	2.2%	1%	-6%	-2%	?	4%
COc1ccc(C(=O)Nc2cccc3c2C(=O)NC3=O)cc1S(=O)(=O)N1CCOCC1	10µM*	-3.2%	4%	?	2%	20%	-9%

(next part)
SMILES	IMPase Li inh	Epigenetic derep	KinaseGlo FLuc	NPSR antag	CBFb RUNX1 block	Lamin A splicing	aGal spleen mod
Cn1c(=O)oc2cc(S(=O)(=O)NCc3ccc(C(=O)O)cc3)ccc21	nt	16%	nt	17%	8%	nt	3%
CCn1c(=O)n(CC)c2cc(S(N)(=O)=O)c(C)cc21	8%[38.3 µM]	-1.0%	3%	-5%[46.1 µM]	5%	-2%	-9%
COc1ccc(C(=O)N/N=C/c2cc3ccccc3[nH]c2=O)cc1	11%	-1.9%	-9%	-29%	-16%	nt	12%
COc1ccc(N(C(=O)CNC(=O)c2cccs2)C(C(=O)NC2CCCC2)c2cccnc2)cc1 (configuration not stated)	4%	-3.3%	-1%	1%	9%	10%[46 µM]	-5%
O=C(CC(=O)N/N=C/c1ccccc1)NCc1ccccc1	-8%	0.0%	-3%	-2%	-1%	-12%[46 µM]	2%
c1ccc(-c2nc(N3CCCC3)nc3ccccc23)cc1	13%	-1.5%	2%	-9%	17%	nt	16%
Cc1ccc(S(=O)(=O)N(C)C)cc1NC(=S)N1CCc2ccccc21	1%	3.2%	2%	-9%	-2%	-16%[46 µM]	-3%
Cc1cnc(C(=O)OCC(=O)c2cc(C)n(C)c2C)cn1	0%	-0.3%	0%	9%	-3%	nt	-1%
CC(C)(C)n1ncc2c(=O)n(CC(=O)N3CCc4ccccc43)cnc21	-6%[38.3 µM]	-2.6%	0%	-4%[46.1 µM]	0%	-6%	4%
OC(C#CCN1CCCCCC1)(c1ccccc1)c1cccnc1 (configuration not stated)	nt	9.4%	nt	6%	1%	nt	-2%
O=C1C2C3C=CC(C3)C2C(=O)N1CCCO (configuration not stated)	-1%	-0.8%	2%	6%[46.1 µM]	-7%	-7%	1%
N#CCCn1nnc(-c2ccccc2F)n1	3%[38.3 µM]	-0.2%	-1%	3%[46.1 µM]	4%	-7%	5%
COc1ccc(N(C)S(=O)(=O)c2c(C)[nH]c(=O)[nH]c2=O)cc1	3%[38.3 µM]	-1.4%	3%	-8%[46.1 µM]	3%	-3%	-11%
Cc1nnc(SCC(=O)n2c3c(c4ccccc42)CCCC3)s1	13%[38.3 µM]	-2.9%	0%	-13%[46.1 µM]	1%	-5%	-2%
O=C(Nc1ccc(C(=O)O)cc1)/C(=C/c1ccc([N+](=O)[O-])cc1)NC(=O)c1ccccc1	7%	-1.7%	0%	4%	11%	nt	-2%
CNc1oc(-c2cccs2)nc1S(=O)(=O)c1ccccc1	2%	1.1%	-3%	-16%	1%	10%[46 µM]	-4%
CC(=O)c1c(N2CCOCC2)nc(=S)n(-c2ccc([N+](=O)[O-])cc2)c1C	11%[38.3 µM]	-1.0%	1%	-4%[46.1 µM]	-4%	5%	1%
Cc1ccccc1Cn1nc(C)c(NC(=O)c2sc3ccccc3c2Cl)c1C	13%[38.3 µM]	-1.2%	-3%	-28%[46.1 µM]	-5%	4%	1%
CN(C(=O)COC(=O)c1sc2ccccc2c1Cl)C1CCCCC1	-14%	-0.9%	3%	-17%	13%	2%	-2%
C=CCn1c(SCC(=O)NCc2ccco2)nnc1-c1ccc2ccccc2n1	17%[38.3 µM]	2.4%	0%	-27%[46.1 µM]	-6%	-12%	14%
O=C(Nc1ccc(Cl)cc1)OCc1cc(-c2ccccc2)on1	-12%[38.3 µM]	-1.1%	-1%	-20%[46.1 µM]	5%	-1%	0%
N[C@@H](CO)c1cn([C@@H](Cc2cc3ccccc3[nH]2)C(=O)N2CCNCC2)nn1	nt	0.5%	nt	24%	10%	nt	5%
COc1ccc2cc3cc(C(=O)NCCN4CCN(c5ccccc5F)CC4)oc3nc2c1	10%[38.3 µM]	-1.1%	2%	-16%[46.1 µM]	-1%	-7%	12%
Clc1nc(CN2CCOCC2)nc2sc3c(c12)CCC3	1%	-2.3%	-1%	-3%	-9%	nt	5%
N/C(COc1ncn(-c2ccccc2)n1)=N\S(=O)(=O)c1ccccc1	0%	-0.9%	-1%	6%	-1%	nt	-5%
Cc1nccn1CC(O)COc1ccccc1 (configuration not stated)	0%	-0.3%	2%	-1%[46.1 µM]	2%	-11%	-2%
O=S(=O)(CCSc1nc2ccccc2o1)Cc1ccccc1	25%[38.3 µM]	0.0%	3%	-2%[46.1 µM]	0%	11%	1%
Cc1cc(CNC(=O)c2cccc([N+](=O)[O-])c2)c2ccccc2n1	-7%	4.3%	2%	0%	?	nt	?
COc1ccc(S(=O)(=O)N2CCN(C(=O)c3ccco3)CC2)cc1OC	-3%[38.3 µM]	1.8%	-2%	-11%[46.1 µM]	-5%	8%	-1%
NC(=NC(=O)c1ccc(OCC(F)(F)F)nc1)c1ccc(Cl)cc1	nt	1.1%	nt	-3%	11%	nt	9%
O=C(NCCc1ccco1)c1nn(Cc2ccccc2)c(=O)c2ccccc12	12%[38.3 µM]	-0.4%	0%	-21%[46.1 µM]	-6%	26%	-13%
Oc1ccc(/C=N/n2cnn(Cc3ccccc3Cl)c2=S)c(O)c1	2%	-1.1%	-2%	-8%	-13%	-12%	0%
CCCCN(C)CCOc1ccccc1OCC	-4%	1.3%	-3%	14%	3%	-1%	17%
CCOC(=O)C1=C(C)N(c2ccccc2)C(=O)C1	2%	1.2%	-4%	0%[46.1 µM]	4%	-4%	-13%
CN(C)CCCNS(=O)(=O)c1cc(Cl)c(Cl)cc1Cl	nt	1.0%	nt	-25%	9%	-1%[46 µM]	3%
OCCOCCOc1cccc2[nH]ccc12	7%	-1.0%	2%	4%	-1%	-25%[46 µM]	-6%
Cc1nc(NNC(=O)c2ccc(Cl)cc2Cl)cc(-c2ccccc2)n1	23%[38.3 µM]	0.0%	-2%	-11%[46.1 µM]	1%	-9%	5%
Cc1ccc(NC(=O)c2ccc(CSc3ccccn3)cc2)c(O)c1	nt	2.1%	nt	-4%	3%	-18%[46 µM]	1%
COc1ccccc1C(C)N(C)Cc1nc(COc2ccccc2)no1 (configuration not stated)	12%	1.1%	-3%	18%	8%	nt	-5%
CCC(C)NC(=O)C(NS(=O)(=O)c1ccc2c(c1)c(=O)n(C)c(=O)n2C)c1ccccc1 (configuration not stated)	-2%[38.3 µM]	-0.2%	-3%	-9%[46.1 µM]	3%	5%	-12%
O=C(COc1ccc(F)cc1)N1c2ccccc2CCc2ccccc21	1%	-1.0%	4%	-25%	3%	1%	8%
CCC(=O)N(Cc1ccco1)Cc1cc2cc3c(cc2[nH]c1=O)OCO3	0%	-5.5%	-2%	0%	9%	4%[46 µM]	26%
O=C(CSC1=NNC(c2ccccn2)S1)Nc1ccccc1 (configuration not stated)	nt	0.0%	nt	24%	?	nt	8%
Cc1cc(-c2csc(N)n2)c(C)n1-c1ccc(Cl)c(Cl)c1	-3%	0.0%	-5%	-33%	-3%	-7%	3%
CCOC(=O)N1CCN(c2c(NCCCN(CC)c3cccc(C)c3)c(=O)c2=O)CC1	6%[38.3 µM]	0.7%	-1%	-23%[46.1 µM]	-6%	-1%	-2%
COc1cccc(CC(NC(C)=O)C(=O)NC2CCN(S(=O)(=O)c3ccc4ccccc4c3)CC2)c1 (configuration not stated)	38%[activator][38.3 µM]	0.8%	0%	-16%[46.1 µM]	-1%	-9%	-1%

Screening results deposited in PubChem BioAssay by National Center for Advancing Translational Sciences (NCATS).
